Screens (PubChem BioAssay)
NPY2 pot ag: potentiators or agonists of human neuropeptide Y receptor Y2; 0.45% of 220,000 active; cells expressing NPY-Y2, potentiator/agonist read-out; P49146; activation, % at 3.6 µM; in the data active means activation above about 27%;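 further: cells stimulated with NPY near EC25 plus isoproterenol at EC100; 0% = vehicle plus submaximal agonist and 100% = vehicle plus saturating agonist; some results beyond the cut were filed as inactive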
EP2 modulator: EP2 receptor (human) modulation | P43116 | induction, % at 25 µM | EP2-expressing cells, cAMP HTRF FRET, PGE2 co-stimulation | AID 940 | 0.83% of 260,000 active;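 active means compounds whose cAMP rise, as percent of the full-agonist control response, exceeds 60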;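 further: rat C6 glioma line stably carrying human EP2 under a CMV promoter; the protocol text gives 20 µM as final concentration; 100% = response of wells given 1 µM PGE2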
Target sequence (P43116 whole entry, looked up): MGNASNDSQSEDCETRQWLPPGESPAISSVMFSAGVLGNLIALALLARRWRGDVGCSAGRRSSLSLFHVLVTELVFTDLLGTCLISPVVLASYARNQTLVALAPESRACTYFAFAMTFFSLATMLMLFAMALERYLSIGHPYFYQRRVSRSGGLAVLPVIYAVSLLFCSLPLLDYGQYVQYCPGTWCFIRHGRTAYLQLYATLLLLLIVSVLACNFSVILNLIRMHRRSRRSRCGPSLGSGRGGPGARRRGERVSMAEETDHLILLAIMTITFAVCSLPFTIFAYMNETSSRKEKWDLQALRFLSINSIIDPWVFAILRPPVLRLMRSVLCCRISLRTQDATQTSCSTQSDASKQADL
p97 inhibitor: human p97 ATPase inhibition. P55072. recombinant p97 ATPase, Kinase-Glo ATP luminescence, 3 h. inhibition, % at 8 µM. 0.42% of 220,000 active; in the data active means inhibition above about 15%;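 further: 0% = DMSO vehicle and 100% = wells lacking enzyme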
S1P4 antag: human S1P4 receptor antagonism. O95977. S1P4-expressing cells, antagonist mode, reporter read-out. inhibition, % at 4.98 µM. 0.26% of 220,000 active. AID 1510; in the data active means inhibition above about 29%;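 further: 0% = wells stimulated with agonist and 100% = vehicle wells without agonist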
Target sequence (O95977 whole entry, looked up): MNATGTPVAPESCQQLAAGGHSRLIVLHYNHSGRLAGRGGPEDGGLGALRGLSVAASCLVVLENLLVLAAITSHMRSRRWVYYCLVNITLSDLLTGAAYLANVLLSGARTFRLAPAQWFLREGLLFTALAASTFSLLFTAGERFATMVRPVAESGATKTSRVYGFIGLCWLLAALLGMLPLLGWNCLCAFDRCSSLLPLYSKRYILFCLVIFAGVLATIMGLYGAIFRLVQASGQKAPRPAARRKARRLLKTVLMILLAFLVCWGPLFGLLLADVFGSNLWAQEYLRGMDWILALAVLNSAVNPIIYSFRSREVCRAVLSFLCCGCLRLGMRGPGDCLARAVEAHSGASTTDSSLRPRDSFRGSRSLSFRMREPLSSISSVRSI
EP2 antag: blocks the human prostaglandin E2 receptor EP2; 0.52% of 260,000 active; AID 1422; inhibition, % at 25 µM; C6 glioma cells expressing human EP2, cAMP TR-FRET; cells stimulated with saturating PGE2;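 active means percent inhibition above 40 after rounding to a whole number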;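 further: rat C6 glioma host cells with rolipram phosphodiesterase inhibitor present; the protocol text gives 20 µM as final concentration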
S1P4 ag: activates the human S1P4 receptor. O95977. AID 1509. S1P4-expressing cell line, agonist reporter assay. 0.35% of 220,000 active. activation, % at 4.98 µM; in the data active means activation above about 11%;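 further: 0% = DMSO vehicle and 100% = reference agonist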
NPY Y1 blocker: NPY-Y1 (human) receptor antagonism; inhibition, % at 3.6 µM; 1% of 200,000 active; HEK293-CNG Y1 cells, membrane potential fluorescence; NPY at EC95, then isoproterenol; P25929;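 active means inhibition above the campaign mean inhibition of all tested compounds plus 3 SD, cut at about 20% in these data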;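 further: 0% = DMSO wells given NPY plus isoproterenol and 100% = isoproterenol alone without NPY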
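Material: HEK293 cells with Y1 receptor plus CNG channel; times: compound incubation 1 h at room temperature, readout 45 min post-stimulation; signal: fluorescence, membrane potential probe; read-out basis: fluorescence ratio normalized to % inhibition between controls; benchmarks: full-block control isoproterenol-only wells, zero-block control NPY plus isoproterenol wells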
eIF4E-4G inh: inhibitors of eIF4E and eIF4G interaction in translation initiation | P63073+Q04637 | TR-FRET eIF4E-eIF4GI(517-606) binding, 2 h | inhibition, % at 21.7 µM | 0.37% of 220,000 active;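 active means inhibition above about 30%, limit read from the data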;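 further: 0% = full FRET control wells and 100% = background wells lacking eIF4GI fragment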
NPY-Y1 PAM-ag: potentiates or activates human NPY-Y1 receptor; P25929; NPY-Y1 expressing cells, potentiator/agonist activation; activation, % at 3.6 µM; 0.37% of 220,000 active; AID 1304; in the data active means activation above about 33%, passing the limit was not always enough;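 further: cells stimulated with NPY at EC10 then isoproterenol at EC100; 0% = low agonist plus stimulus and 100% = saturating agonist plus stimulus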
* hit, by the source's call; . = not tested or not shown; [ ] = another dose, or the depositor's remark.

Fields – NPY2 pot ag	EP2 modulator	p97 inhibitor	S1P4 antag	EP2 antag	S1P4 ag	NPY Y1 blocker	eIF4E-4G inh	NPY-Y1 PAM-ag
Cc1ccc(CN2CCS(=O)(=O)CC2)cc1
  -2.9	17.5	-1.9	-3.7	7.0	0.2	-6.3	2.3	6.6
COC(=O)CSc1nc(C)cc(N2CCOCC2)n1
  -6.4	13.2	1.9	-20.8	1.2	-0.1	-3.6	2.3	-8.8
CCOc1cc(C2c3c(n[nH]c3C)C(=O)N2c2ccc(C)cc2)ccc1O (stereo not given)
  9.1	-18.3	2.1	-23.8	5.8	-1.3	-1.2	64.9*	5.7
CC1=CC(C)(C)N(C(=O)CNC2CCCCC2)c2cc(C)ccc21
  -5.2	24.6	-2.4	8.0	6.5	-1.2	24.6*	1.4	-1.7
CCOC(=O)N1CCC(N(CCN(C)C)C(=S)Nc2cc(Cl)cc(Cl)c2)CC1
  6.9	28.2	-0.8	1.6	8.8	0.6	-0.1	-2.9	8.2
CCOC(=O)c1cc(-c2ccccc2)sc1NC(=O)C(C)Sc1nnc(N)s1 (stereo not given)
  18.8	1.7	8.4	-7.6	6.9	-1.1	8.2	-3.5	9.0
O=C(O)c1ccc(S(=O)(=O)Nc2ccc(O)c(Sc3nc4ccccc4s3)c2)cc1
  5.0	36.6	2.9	2.5	8.7	-0.3	-0.4	2.4	-0.3
COc1cc(NC(=S)NC(C)(C)C)c(OC)cc1Cl
  -6.7	1.2	-3.4	-0.7	9.8	-1.0	-4.5	0.7	-12.5
CS(=O)(=O)N1CCc2cc(C(=O)O)ccc21
  -7.7	4.8	-0.7	-11.7	7.4	-3.9	-3.5	1.8	-5.5
Cc1ccc(S(=O)(=O)N2CCC(=O)N(CCOCc3cccc(Cl)c3)CC2)cc1
  -11.3	12.3	-3.1	5.6	1.9	1.0	0.3	2.3	-8.6

Printed as active in eIF4E-4G inh, of those listed so far:
| SMILES | NPY2 pot ag | EP2 modulator | p97 inhibitor | S1P4 antag | S1P4 ag | eIF4E-4G inh | NPY-Y1 PAM-ag |
| --- | --- | --- | --- | --- | --- | --- | --- |
| CCOc1cc(C2c3c(n[nH]c3C)C(=O)N2c2ccc(C)cc2)ccc1O (stereo not given) | 9.1 | -18.3 | 2.1 | -23.8 | -1.3 | 64.9* | 5.7 |

The results go on:
Fields – NPY2 pot ag	EP2 modulator	p97 inhibitor	S1P4 antag	EP2 antag	S1P4 ag	NPY Y1 blocker	eIF4E-4G inh	NPY-Y1 PAM-ag
O=C(O)CCc1ccc(-c2ccc(Cl)cc2)n1CC(=O)O
  -6.5	22.6	3.8	-4.7	14.2	1.5	0.5	2.6	-2.3
COc1ccccc1Nc1nc(N)nc(CSc2ncccn2)n1
  7.6	0.8	5.9	4.1	6.6	-2.4	-1.0	6.4	-2.7
CC(=O)N1CCc2cc(C(=O)CN3CCN(c4cccc(Cl)c4)CC3)ccc21
  0.9	-42.3	-6.9	-25.7	8.7	-2.0	2.8	-0.2	-12.8
NS(=O)(=O)c1ccc(N/N=C/c2ccc(C(=O)O)cc2)c([N+](=O)[O-])c1
  -5.7	16.9	10.2	4.1	15.2	-1.5	.	-1.5	7.0
COc1ccc(OC)c(NC(=O)CCN2CCCCC2)c1
  7.2	-19.2	4.4	-1.3	11.1	-2.2	1.4	1.3	-5.2
COC(=O)Cc1c(C)nc2nc(NCc3cccc([N+](=O)[O-])c3)[nH]n2c1=O
  10.3	30.8	3.0	-10.5	8.7	0.5	-0.2	3.4[fluorescence artefact?]	8.3
C=CCOC(=O)/C=C/C(=O)NC(N)=O
  -9.1	6.6	-3.3	5.8	1.0	-0.5	.	-5.0	-12.9
Cn1c(N)cc(-c2ccc(F)cc2)c(C#N)c1=O
  -5.9	12.3	-2.4	-17.5	2.1	-0.3	-0.1	-1.6	-4.8
O=C(NCc1ccc(Cl)c(Cl)c1)c1cccnc1
  -17.7	17.1	-1.7	-12.0	6.7	-0.2	-7.6	2.5	-3.0
COc1cc(NS(=O)(=O)c2ccc(Br)cc2)c(OC)cc1NC(=O)c1ccco1
  0.7	24.7	-1.9	-3.3	7.1	2.2	0.9	-4.2	-16.7
COc1ccc(C(=O)N2N=C(c3cccc(OC)c3)CC2(O)C(F)(F)F)cc1 (stereo not given)
  -15.7	30.2	-1.8	-32.0	2.9	0.5	13.6	8.2	-33.0
COC(=O)c1cc(NC(=O)CN(c2ccccc2OC)S(=O)(=O)c2ccccc2)ccc1Cl
  8.6	3.3	5.6	-5.0	15.2	0.4	1.3	-19.8	4.3
CCOC(=O)c1cnn(Cc2ccccc2Cl)c1N
  2.3	-11.9	9.1	11.0	5.5	-1.6	-2.4	5.0[fluorescence artefact?]	1.0
CSc1ccc(/C=C(/NC(=O)c2ccc(C)cc2)C(=O)Nc2cccc(F)c2)cc1
  3.6	23.3	5.0	-10.0	7.4	2.9	1.4	2.6	17.4
Cc1ccccc1OCCOC(=O)c1nc2nccc(C)n2n1
  -0.3	9.8	2.3	-13.4	2.9	1.0	3.5	-5.6	6.4
COCCNC(=O)C(c1cccs1)N(C(=O)Cn1nnc2ccccc21)c1ccc2c(c1)OCO2 (stereo not given)
  5.4	15.0	-0.1	14.7	19.7	0.4	1.0	-2.2	-7.9
CCC(CCC(=O)Nc1ccn(-c2ccccc2)n1)C(=O)O (stereo not given)
  -2.7	10.1	4.0	1.5	6.2	0.2	-0.6	-0.3[fluorescence artefact?]	-17.8
Cn1c(=O)c([N+](=O)[O-])c(NCc2ccccc2Cl)c2ccccc21
  -12.2	25.4	4.6	-12.2	6.8	1.4	.	1.2	10.0
Cc1ccc(OCC(O)CN2CCN(Cc3ccc4c(c3)OCO4)CC2)c(C)c1 (stereo not given)
  1.1	-30.4	-1.4	4.2	12.1	-0.3	8.4	7.6	21.1
Cc1cccc(-c2noc(CN(C(=O)C34CC5CC(CC(C5)C3)C4)C(C)C)n2)c1
  3.4	3.6	1.2	-14.8	15.9	-0.4	-0.2	-2.2	-19.9
COc1ccc(C(NC(=O)/C=C/c2ccco2)c2ccc(OC)c(OC)c2)cc1 (stereo not given)
  9.2	17.9	-2.0	-42.0	2.4	1.4	2.0	7.4	-16.6
O=C(O)C1C2C=CC(C2)C1C(=O)Nc1ccc2c(c1)OCCO2 (stereo not given)
  -11.3	3.5	2.7	-14.5	6.9	3.5	1.1	5.0	0.0
Cc1ccc(NC(=O)COC(=O)c2cc(Cl)ccc2Cl)c(Br)c1
  -3.1	17.5	1.9	-14.1	11.0	-1.6	0.7	1.4	-8.3
O=C(c1ccc(F)cc1)N1CCC(N2CCOCC2)CC1
  -9.4	12.7	5.1	-4.7	7.0	1.7	-1.3	6.5	10.1
O=C(CNC(=O)c1ccc(Br)o1)Nc1cccc(-c2cnc3ccccc3n2)c1
  4.2	-0.6	0.5	-3.3	14.9	0.3	-0.8	-12.0	-10.4
O=C(Oc1ccc(=O)n(-c2ccccc2)n1)c1ccc(Cl)cc1
  -19.2	19.7	3.6	-0.4	2.9	1.2	3.8	6.6	6.9
O=C(Oc1coc(CSc2ncccn2)cc1=O)c1ccccc1[N+](=O)[O-]
  -8.1	-2.5	1.1	2.4	6.8	-1.0	-4.1	-1.6	0.3
CC(=O)C1=C(O)CCC1=NCCc1ccccc1
  -0.3	18.4	3.0	5.1	9.0	2.3	6.4	9.6	8.4
N#Cc1cc(S(=O)(=O)c2ccc(F)cc2)c(N)[nH]c1=O
  11.5	-5.2	5.1	-1.8	6.1	-0.2	2.1	3.2	13.8
Clc1ccccc1C1CC(c2ccccc2)Nc2ncnn21 (stereo not given)
  -6.5	8.4	5.4	3.9	8.2	1.4	-0.3	-2.1	-20.4
Cn1c(COc2ccc3ccccc3c2)nnc1SCC(=O)O
  -18.8	-26.1	-4.6	0.8	12.9	0.9	4.9	2.0	-16.0
CCc1cccc(CC)c1NC(=S)NCC(c1cccnc1)N(C)C (stereo not given)
  -3.4	22.4	-2.2	-16.0	3.7	1.2	7.4	-3.4	0.1
CCCC1COC(Cn2cncn2)(c2ccc(C)cc2)O1 (stereo not given)
  -3.6	0.8	-3.0	-13.3	7.1	1.2	0.0	2.7[fluorescence artefact?]	-0.8
Cc1ccc(CN2CCN(CC(=O)N3CCC(C(N)=O)CC3)C2=O)cc1
  0.6	.	2.5	-21.8	10.5	0.3	-2.1	.	-7.6
O=C(NCc1cccs1)C1CCC(CNS(=O)(=O)c2ccc(Br)s2)CC1 (stereo not given)
  -9.6	-9.9	-1.6	16.1	20.3	0.8	2.9	-15.0[fluorescence artefact?]	-7.5
O=c1[nH][nH]c2cc(=O)n(-c3ccc(Cl)cc3)nc12
  8.2	1.7	2.2	3.3	5.4	-0.8	-2.0	-0.4	5.1
CCOC(=O)C1C(c2cc(OC)c(O)c(OC)c2)NC(=S)NC1(O)C(F)(F)F (stereo not given)
  -2.9	-7.5	-0.8	1.7	8.5	-1.2	4.5	-4.3	-20.9
CCOC(=O)c1[nH]c2ccc(OC)cc2c1C
  1.3	-6.7	1.7	-5.2	.	2.0	-7.5	4.9	13.2
O=C(CC1C(=O)NCCN1Cc1ccc(F)c(F)c1)NCCn1cccn1 (stereo not given)
  -4.3	8.4	-2.8	-20.6	-0.8	0.3	3.4	2.1	-5.0
CC(=O)Nc1ccc(N2CCC(C)CC2)c([N+](=O)[O-])c1
  12.8	-14.0	0.1	5.9	9.8	-1.4	-2.9	-11.4	25.2
O=C(Nc1ccc(N2CCOCC2)c(Cl)c1)c1ccccc1Cl
  0.6	-49.1	0.9	-21.4	9.4	0.8	3.0	-2.9	0.2

Ordered by molar mass (highest first): some entries from above.
Fields – NPY2 pot ag	EP2 modulator	p97 inhibitor	S1P4 antag	EP2 antag	S1P4 ag	NPY Y1 blocker	eIF4E-4G inh	NPY-Y1 PAM-ag
CCc1cccc(CC)c1NC(=S)NCC(c1cccnc1)N(C)C (stereo not given)
  -3.4	22.4	-2.2	-16.0	3.7	1.2	7.4	-3.4	0.1
O=C(Nc1ccc(N2CCOCC2)c(Cl)c1)c1ccccc1Cl
  0.6	-49.1	0.9	-21.4	9.4	0.8	3.0	-2.9	0.2
Cn1c(COc2ccc3ccccc3c2)nnc1SCC(=O)O
  -18.8	-26.1	-4.6	0.8	12.9	0.9	4.9	2.0	-16.0

Only part of the results is shown (hit frequency here may not be typical).
